SIAE primary: human SIAE inhibitors, primary screen, biochemical, fluorescence polarization, FP-Rh probe, 1536-well HTS | AID 1053197, 2014 | hit rate 0.69% among 370,000 | SIAE FP-Rh probe binding | inhibition, % at 9.66 µM | Sialate O-acetylesterase (Homo sapiens), Q9HAT2;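 active = inhibition above a cutoff: mean of compounds within the control limits plus 3 SD of those, cut at about 17% in these data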;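 also: 0% = plate median of compound wells and 100% = probe without SIAE protein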
PG9 Ab binder: binders of HIV-1 gp120 antibody PG9, primary screen, biochemical, TR-FRET; hit rate 0.43% among 360,000; AID 624416, 2012; TR-FRET gp120-PG9 antibody binding; HIV-1 gp120 / PG9 antibody interaction; inhibition, % at 6.7 µM; in the data active = inhibition above about 8.5%
DDE Tn7 FP inh: inhibitors of Tn7 peptide binding to fibrin DD(E), primary screen, biochemical, fluorescence polarization, human fibrin, Tn7 probe; AID 720508, 2013; FP displacement of FITC-Tn7 peptide from fibrin DD(E); 0% = median of compound wells per plate; Fibrinogen beta chain (Homo sapiens), P02675; hit rate 0.13% among 370,000; inhibition, % at 8.3 µM;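 active = inhibition above the mean of compounds falling within the control limits plus 3 SD of them, cut at about 14% in these data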;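 also: 0% = plate median of compound wells and 100% = 10 µM Aha-Tn7 peptide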
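Assay system: human fibrin DD(E) protein / Input: 2 µM fibrin DD(E) / Benchmarks: high control of 10 µM Aha-Tn7 peptide / Measured by: fluorescence polarization of the labelled Tn7 tracer / Medium: Tris buffer with calcium and detergent, pH 7.8 / Timing: 10 min compound pre-incubation, 3 h probe incubation at room temperature / Repeats: one replicate per compound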
ABHD4 inh: ABHD4 inhibitors, primary screen, biochemical, fluorescence polarization, mouse | (Lyso)-N-acylphosphatidylethanolamine lipase (Mus musculus), Q8VD66 | purified mABHD4, FP-Rh probe fluorescence polarization | inhibition, % at 8.92 µM | hit rate 0.54% among 370,000 | AID 720543, 2013;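 active = inhibition exceeding the mean over every tested compound plus 3 SD, cut at about 30% in these data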;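 also: 0% = plate median of compound wells and 100% = S159A mutant with DMSO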
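Assay system: mouse ABHD4 enzyme, wild type / Also added: fluorescent activity-based probe FP-Rh / Doses: single nominal dose of 8.92 µM, 0.89% DMSO final / Timing: 45 min compound pre-incubation plus 60 min probe step, 25 °C / Signal: FP readout, ex 525 nm / em 598 nm / Control set: S159A mutant/DMSO as 100%, compound-well median as 0%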
TDP2 inh: human TDP2 enzyme inhibitors, primary screen, biochemical, epi absorbance, recombinant enzyme; inhibition, % at 12.8 µM; AID 720702, 2013; T5PNP hydrolysis, p-nitrophenol absorbance 415 nm; hit rate 0.34% among 370,000;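 active = inhibition above the mean of all tested compounds plus 3 SD, set per campaign, cut at about 25% in these data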;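 also: 0% = DMSO with enzyme and 100% = buffer with substrate but no TDP2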
Target sequence (O95551 whole entry, looked up): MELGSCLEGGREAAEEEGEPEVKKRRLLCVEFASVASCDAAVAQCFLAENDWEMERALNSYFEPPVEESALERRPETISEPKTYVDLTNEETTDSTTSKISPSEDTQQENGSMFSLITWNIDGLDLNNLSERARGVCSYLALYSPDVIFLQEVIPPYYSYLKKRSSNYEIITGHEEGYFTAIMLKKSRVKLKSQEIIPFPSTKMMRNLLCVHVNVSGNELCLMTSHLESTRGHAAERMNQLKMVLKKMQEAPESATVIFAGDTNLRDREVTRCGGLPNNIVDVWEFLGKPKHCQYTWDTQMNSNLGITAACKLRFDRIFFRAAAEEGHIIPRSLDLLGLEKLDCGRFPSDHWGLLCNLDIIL
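System – recombinant human TDP2 · Amount – 120 nM TDP2 per well · Buffer or medium – Mg2+-containing Tris-HCl buffer, pH 7.5 · Reagent – T5PNP substrate, 5 mM · Dosing – 12.8 µM single point, 1% DMSO · Incubation – 2 h at 37 °C · Measured by – epi absorbance · Read-out basis – percent inhibition · Benchmarks – high control without enzyme, low control DMSO plus TDP2 · Repeats – singlicate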
HTRA1 inh: HTRA1 serine protease inhibitors, primary screen, biochemical, fluorescence polarization, HTS. AID 504803, 2011. inhibition, % at 5.96 µM. Q92743. hit rate 0.5% among 340,000. recombinant HTRA1, FP-rhodamine activity-based probe; in the data active = inhibition above about 36%;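 also: 0% = enzyme with DMSO and 100% = wells lacking enzyme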
Target sequence (Q92743 whole entry, looked up): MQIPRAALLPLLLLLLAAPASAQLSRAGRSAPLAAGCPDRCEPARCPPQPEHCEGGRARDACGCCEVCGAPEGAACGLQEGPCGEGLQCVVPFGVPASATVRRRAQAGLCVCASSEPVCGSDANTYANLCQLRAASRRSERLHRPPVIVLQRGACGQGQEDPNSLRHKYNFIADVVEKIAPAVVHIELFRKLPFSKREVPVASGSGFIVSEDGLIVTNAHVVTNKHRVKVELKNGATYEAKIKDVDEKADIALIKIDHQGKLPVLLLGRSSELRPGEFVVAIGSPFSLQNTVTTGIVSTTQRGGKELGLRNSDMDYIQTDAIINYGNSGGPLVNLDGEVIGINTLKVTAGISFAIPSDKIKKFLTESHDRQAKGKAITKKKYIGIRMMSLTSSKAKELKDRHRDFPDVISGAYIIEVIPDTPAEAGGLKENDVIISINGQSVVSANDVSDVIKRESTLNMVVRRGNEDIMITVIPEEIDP
UHRF1 MBD2 ctr: UHRF1 methylated DNA binding inhibitors, primary screen, counter-screen for MBD2 inhibitor project, biochemical, TR-FRET, human UHRF1, single concentration; E3 ubiquitin-protein ligase UHRF1 (Homo sapiens), Q96T88; UHRF1 binding to methylated oligo; inhibition, % at 4.4 µM; hit rate 0.75% among 370,000; AID 687016, 2013; in the data active = inhibition above about 21%;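 also: UHRF1 SRA domain binding a hemimethylated CpG hairpin DNA probe; 0% = median of test compound wells and 100% = reference inhibitor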
TCR-CD3 inh: inhibitors of human TCR-CD3 interaction, primary screen, biochemical, fluorescence, TAMRA-labeled TCR probe | T-cell receptor (TCR) | hit rate 0.37% among 360,000 | inhibition, % at 9.4 µM; in the data active = inhibition above about 19%;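 also: recombinant mutant TCR 2C K166C tagged with TAMRA read by polarization; 0% = receptor in buffer alone and 100% = receptor with positive control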
LEDGF integ inh: blockers of LEDGF/p75-dependent integrase strand transfer – biochemical, TR-FRET, high throughput, primary screen. HIV-1 integrase (with human LEDGF/p75). TR-FRET IN-LEDGF/p75 DNA integration, Eu/Cy5. inhibition, % at 3.7 µM. hit rate 0.64% among 370,000. AID 743269, 2014;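 active = inhibition above the screen-wide mean plus 3 SD, cut at about 13% in these data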;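 also: signal is the Cy5 over europium emission ratio at 671 and 618 nm; 0% = plate median of compound wells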
PRMT1 FP inh: PRMT1 methyltransferase inhibitors, primary screen, biochemical, fluorescence polarization; Protein arginine N-methyltransferase 1 (Homo sapiens), Q99873; recombinant PRMT1, activity-based probe fluorescence polarization; inhibition, % at 2.79 µM; hit rate 1.3% among 370,000;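 active = inhibition above about 21% made by adding two undisclosed values, limit read from the data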
The depositor's hits bear a star; . = no result given.

SMILES,SIAE primary,PG9 Ab binder,DDE Tn7 FP inh,ABHD4 inh,TDP2 inh,HTRA1 inh,UHRF1 MBD2 ctr,TCR-CD3 inh,LEDGF integ inh,PRMT1 FP inh
O=C(C[n+]1ccccc1)N/N=C/c1cc(Br)ccc1F,1,-3.1,8,5,2,11,0,2,4,-1
CC1(C2CC2)NC(=O)NC1=O (centres undefined),-4,-2.0,2,7,-5,-10,2,-8,0,2
CCOC(=O)C1=C(C)OC(N)=C(C#N)C1c1cc(C)sc1C (centres undefined),5,-0.5,1,-1,4,-1,-2,-5,5,6
Cc1ccccc1Nc1nc(N)nc(CSc2nnc3sc4ccccc4n23)n1,-6,-2.1,2,-1,11,-4,-3,7,-2,-2
Cc1cccc(OCCOC(=O)Nc2ccccc2)c1,-1,-1.9,-9,-4,13,-21,-2,1,0,-3
Cc1cc(C(=O)CN2CCN(CC(=O)Nc3cccc(F)c3)CC2)c(C)n1C1CC1,-3,-1.4,0,1,-5,-3,-2,-1,3,-3
CCC1Sc2ccc(S(=O)(=O)CCC(=O)Nc3c(Cl)cc(OC)cc3OC)cc2NC1=O (centres undefined),-3,-2.7,-7,1,-14,0,2,-1,4,-5
Cc1cccc(Nc2nc3c(S(=O)(=O)c4ccccc4)nnn3c3ccccc23)c1C,2,17*,6,-4,-4,5,4,-2,0,1
COC(=O)C1C(=O)NCC1c1ccc(C)cc1 (centres undefined),-1,-0.3,6,-2,4,2,0,5,-1,-2
CCOC(=O)C1=C(O)/C(=C/c2cc(C)n(-c3ccccc3)c2C)N=C1C,0,-2.9,-4,5,10,21,-2,-4,-4,15
O=C(Nc1cccc(S(=O)(=O)Nc2ccc(Cl)cc2)c1)c1cc2c(s1)CCCC2,-135,-3.5,-8,-140,-2,-92,4,15,3,-4
CCOC(=O)Cn1c(COc2ccccc2OC)[n+](C)c2ccccc21,0,1.4,4,5,-2,.,0,12,-4,2
COc1ccc(NC(=O)C2(S(=O)(=O)c3ccc(C)cc3)CC2)cc1,-10,-1.0,2,-5,-5,1,5,-5,1,5
CC1=C(C(=O)N(C)C)CC(CC(=O)NCCN2CCOCC2)C(=O)N1Cc1ccc(F)cc1 (centres undefined),-9,-1.1,-2,-1,-2,5,16,3,5,-1
COCC(C)NC(C(=O)Nc1ccc(C)c(Cl)c1)c1ccccc1 (centres undefined),4,0.2,3,-7,1,-16,-2,2,-2,-3
O=C(NC(=S)NCc1ccco1)c1ccc([N+](=O)[O-])cc1,-2,1.9,4,0,-5,-2,-3,1,0,0
CCC(C)c1ccc(S(=O)(=O)N2CCN(C(=O)CN3C(=O)NC(C)(C4CC4)C3=O)CC2)cc1 (centres undefined),1,1.0,2,-2,2,-2,0,0,0,1
COc1ccc(C(=O)Oc2cc(/C=N/NC(N)=S)ccc2OC)cc1,-6,-1.2,-5,0,-1,-30,-1,4,-2,7
CCc1noc(C)c1C(=O)N1CCOCC1,-1,-1.1,-6,12,4,10,-2,4,1,-5
COc1cccc(CC2(CO)CCCN(Cc3ccc(CO)o3)C2)c1 (centres undefined),2,2.0,-2,-3,6,0,-2,9,1,1
Cc1nc(NC(=O)COC(=O)/C=C/c2ccco2)c(Cl)cc1Cl,8,-2.1,-7,5,-9,1,19,7,33*,20
Cc1cc(NC(=O)c2cc(CC(C)C)on2)no1,3,-0.5,-2,6,11,-1,-3,-3,1,-5
CC(=O)Nc1ccc(Oc2nc(C(F)(F)F)nc3ccccc23)cc1,6,-1.6,-4,-6,-24,1,4,3,0,-4
O=[N+]([O-])c1cc(/C=N/N/C(=N/c2ccccn2)c2ccccn2)ccc1O,-2,-2.4,0,27,-4,11,-3,5,-2,-3
CCN1C(=O)N(C(C)=O)[C@@H]2C[C@H](C(=O)N3CCCC3)[C@H](C)[C@H](c3ccccc3)C[C@@H]21,-3,0.0,-11,-1,-9,.,0,0,-2,0
COC(=O)[C@H](C)NC(=O)NCc1ccc(F)cc1,-2,-0.2,0,-3,-13,2,-2,1,-1,-1
Nc1nc(N)n(-c2ccccc2)c(=Nc2ccccc2)n1,0,0.4,-5,1,-6,2,0,1,0,-2
CC(C)(C)OC(=O)Nc1ccc([C@H](NC(=O)OC(C)(C)C)C(=O)OC(C)(C)C)cc1,-5,-0.1,-1,-1,-13,-29,-3,8,-2,-1
Cc1cc(C(=O)Nc2ccc(S(=O)(=O)N3CCOCC3)cc2)c(C)o1,-7,-1.7,2,-7,-3,.,3,0,-1,7
C=CCOc1cccc(C2C(C(=O)c3ccc(C)o3)=C(O)C(=O)N2c2nnc(C)s2)c1 (centres undefined),16,2.9,0,6,15,-11,-5,-11,1,17

9 structures from above, sorted by SMILES length, rising:
SMILES,SIAE primary,PG9 Ab binder,DDE Tn7 FP inh,ABHD4 inh,TDP2 inh,HTRA1 inh,UHRF1 MBD2 ctr,TCR-CD3 inh,LEDGF integ inh,PRMT1 FP inh
Cc1cccc(OCCOC(=O)Nc2ccccc2)c1,-1,-1.9,-9,-4,13,-21,-2,1,0,-3
O=C(C[n+]1ccccc1)N/N=C/c1cc(Br)ccc1F,1,-3.1,8,5,2,11,0,2,4,-1
CCOC(=O)C1=C(C)OC(N)=C(C#N)C1c1cc(C)sc1C (centres undefined),5,-0.5,1,-1,4,-1,-2,-5,5,6
CCOC(=O)Cn1c(COc2ccccc2OC)[n+](C)c2ccccc21,0,1.4,4,5,-2,.,0,12,-4,2
Cc1ccccc1Nc1nc(N)nc(CSc2nnc3sc4ccccc4n23)n1,-6,-2.1,2,-1,11,-4,-3,7,-2,-2
CCOC(=O)C1=C(O)/C(=C/c2cc(C)n(-c3ccccc3)c2C)N=C1C,0,-2.9,-4,5,10,21,-2,-4,-4,15
Cc1cccc(Nc2nc3c(S(=O)(=O)c4ccccc4)nnn3c3ccccc23)c1C,2,17*,6,-4,-4,5,4,-2,0,1
CC1=C(C(=O)N(C)C)CC(CC(=O)NCCN2CCOCC2)C(=O)N1Cc1ccc(F)cc1 (centres undefined),-9,-1.1,-2,-1,-2,5,16,3,5,-1
CC(C)(C)OC(=O)Nc1ccc([C@H](NC(=O)OC(C)(C)C)C(=O)OC(C)(C)C)cc1,-5,-0.1,-1,-1,-13,-29,-3,8,-2,-1

Carrying on.
SMILES,SIAE primary,PG9 Ab binder,DDE Tn7 FP inh,ABHD4 inh,TDP2 inh,HTRA1 inh,UHRF1 MBD2 ctr,TCR-CD3 inh,LEDGF integ inh,PRMT1 FP inh
CCOCCCn1c(=S)[nH]c2cc(C(=O)N3CCN(C4CCCCC4)CC3)ccc2c1=O,2,-1.6,-7,2,-2,1,0,-2,-1,-2
NC(=O)CSc1nnc(-c2cccc(S(=O)(=O)N3CCOCC3)c2)o1,6,-1.8,-1,-2,1,7,4,0,1,5
COc1cc(CCNC(=O)CCCn2c(=O)c3cccn3c3cccnc32)cc(OC)c1OC,-4,-1.0,-2,-4,10,4,-1,9,1,0
Cc1nc(CCNC(=O)c2cc(COc3ccc(F)cc3Cl)on2)sc1C,-2,3.6,0,-10,-9,-14,-2,1,5,-4
CC1CCCCN1C(=O)Cn1c(=O)n(C2CCCCC2)c(=O)c2ccccc21 (centres undefined),0,-1.1,6,1,1,7,0,1,-3,-1
Cn1c(=O)[nH]c(=O)c2c1nc(NC1CCCCC1)n2CCO,8,-2.4,-7,5,-7,1,-2,8,6,-1
CN(C)CCNC(=O)c1sc2nc(-c3ccccc3)cc(C(F)(F)F)c2c1N,8,-4.2,-3,14,-4,10,-9,-2,6,1
O=C(c1ccc(-c2ccc([N+](=O)[O-])cc2)o1)N1CCCCCCC1,12,3.5,4,22,-7,-2,1,-3,-2,31*
Cc1ccc(C(=O)N/C(=C/c2ccc(-c3cc(C(F)(F)F)ccc3Cl)o2)C(=O)NCc2cccnc2)cc1,-5,-0.5,-1,-18,-15,-41,-2,-4,0,-3
Cc1ccnc(SCCn2c(N3CCN(C)CC3)nc3c2c(=O)n(C)c(=O)n3C)n1,-3,-0.3,1,0,-9,-1,3,-5,-2,1
